Screens from PubChem.
IMP-1 inhibitor = blocks Pseudomonas aeruginosa IMP-1 metallo-beta-lactamase. 0.45% of 290,000 active. inhibition, % at 5.6 µM. purified IMP-1, nitrocefin hydrolysis, epi-absorbance fluorescence. AID 1556;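 active = inhibition above the mean plus 3 SD of all compounds in the same screening run, cut at about 4.5% in these data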;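 note: 0% = IMP-1 with DMSO and 100% = DMSO wells lacking enzyme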
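Test system: recombinant IMP-1 enzyme, purified / Medium: HEPES buffer pH 7.1 with ZnSO4 and Brij 35 / Doses: single dose, 5.6 µM / Times: 25 °C, 15 min preincubation, 25 min reaction / Detection: Epi-absorbance via hydrolysed-nitrocefin quenching of white-plate fluorescence, 480/530 nm, EDTA stop / Evaluation: percent inhibition from optical density relative to buffer-blank wells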
SUMO HTRF inh = inhibitors of human SUMOylation (UBC9); P63279; HTRF SUMOylation assay, SAE1/SAE2 + UBC9, in vitro; inhibition, % at 35 µM; 0.36% of 290,000 active; AID 2006; in the data active = inhibition above about 50%, passing the limit was not always enough; note: strong numbers were not always called active
IDE act = activators of human insulin-degrading enzyme in cells; P14735; HEK cells, FAbeta-B cleavage, fluorescence polarization; 0% vehicle, 100% cell-free pure enzyme wells; activation, % at 5.96 µM; 0.073% of 340,000 active; AID 493087;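 active = activation above the mean of all tested compounds plus 3 SD, set per screening campaign, cut at about 17% in these data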
Target sequence (P14735 whole entry, looked up): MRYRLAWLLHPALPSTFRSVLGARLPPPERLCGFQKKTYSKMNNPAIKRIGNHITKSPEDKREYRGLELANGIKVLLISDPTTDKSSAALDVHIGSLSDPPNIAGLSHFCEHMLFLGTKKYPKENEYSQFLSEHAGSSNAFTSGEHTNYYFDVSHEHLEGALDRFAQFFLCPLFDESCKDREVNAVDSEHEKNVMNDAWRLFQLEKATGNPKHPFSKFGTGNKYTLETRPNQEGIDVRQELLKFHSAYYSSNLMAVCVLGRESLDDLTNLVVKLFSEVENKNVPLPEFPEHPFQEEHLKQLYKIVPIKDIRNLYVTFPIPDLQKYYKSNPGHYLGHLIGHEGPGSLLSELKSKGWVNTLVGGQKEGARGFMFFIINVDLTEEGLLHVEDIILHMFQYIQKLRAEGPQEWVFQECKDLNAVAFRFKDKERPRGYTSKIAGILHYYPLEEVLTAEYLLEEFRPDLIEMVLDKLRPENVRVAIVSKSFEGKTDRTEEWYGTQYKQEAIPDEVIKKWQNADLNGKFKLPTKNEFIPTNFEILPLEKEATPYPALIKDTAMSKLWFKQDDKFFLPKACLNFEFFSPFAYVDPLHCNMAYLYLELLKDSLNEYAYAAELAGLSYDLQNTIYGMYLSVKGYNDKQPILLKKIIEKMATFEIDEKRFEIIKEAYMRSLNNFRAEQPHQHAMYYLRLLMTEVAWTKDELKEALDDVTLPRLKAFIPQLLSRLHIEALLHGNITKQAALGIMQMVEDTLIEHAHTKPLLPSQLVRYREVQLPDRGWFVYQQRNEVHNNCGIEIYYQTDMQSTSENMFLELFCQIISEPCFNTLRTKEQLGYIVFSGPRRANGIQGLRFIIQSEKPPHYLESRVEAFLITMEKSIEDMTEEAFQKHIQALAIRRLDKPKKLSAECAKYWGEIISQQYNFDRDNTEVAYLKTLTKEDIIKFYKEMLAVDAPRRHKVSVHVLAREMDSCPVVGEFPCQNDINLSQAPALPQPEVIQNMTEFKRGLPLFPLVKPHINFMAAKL
VIM-2 inh = inhibitors of Pseudomonas aeruginosa VIM-2 metallo-beta-lactamase; purified VIM-2, nitrocefin hydrolysis, epi-absorbance fluorescence; inhibition, % at 5.6 µM; 0.89% of 290,000 active;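 active = inhibition above the mean of all tested compounds plus 3 SD, cutoff set per screening run, cut at about 7.5% in these data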;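 note: red hydrolysis product quenches plate fluorescence so inhibitors raise well fluorescence; 0% = enzyme with DMSO and 100% = DMSO without enzyme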
NS3 helicase inh = blocks Hepatitis C virus NS3 helicase unwinding; AID 1800; NS3 helicase DNA unwinding, Cy5 molecular beacon fluorescence; 0.56% of 290,000 active; inhibition, % at 10.9 µM;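 active = inhibition above the mean of all tested compounds plus 3 SD, set per campaign, cut at about 35% in these data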;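 note: 0% = DMSO wells and 100% = thioflavine S control wells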
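Material: hepatitis C virus NS3 helicase domain fragment enzyme; measured by: Cy5 fluorescence, 0 and 60 min reads; control set: DMSO and thioflavine S; incubation: 60 min unwinding reaction at 25 °C after ATP addition; read-out basis: % inhibition from 60/0 min fluorescence ratio, DMSO 0%, thioflavine S 100%; repeats: singlicate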
pCIP destab = compounds decreasing mouse p/CIP protein stability; Q05BA5; F442A p/CIP-EGFP cells, EGFP fluorescence, 16 h; decrease of EGFP signal, % at 10 µM; 0.01% of 290,000 active; AID 1984;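 active = EGFP signal decrease of at least 30% at 10 µM or well 3 SD below plate mean, unless failing retest; inactive = the rest, including hits failing retest or dose response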; note: some compounds called inactive have numbers as strong as hits; many of its hits are not listed in these tables
FID counter = counter-screen for HCV NS3 helicase inhibitors: DNA intercalator displacement; DNA fluorescent intercalator displacement, fluorescence; inhibition, % at 7.9 µM; AID 1845; 0.17% of 290,000 active; in the data active = inhibition above about 37%;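 note: 0% = vehicle and 100% = reference compound; higher means more ethidium bromide displaced from hairpin DNA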
MEKK3 PB1 HTS = raises or lowers MEK5 binding to the human MEKK3 PB1 domain; Q99759; bead-based flow cytometry, Alexa488-MEK5 binding to MEKK3; actives lie on both sides; 0 = blocked by unlabeled MEK5, 100 = vehicle; binding response (% of control), % at 10 µM; 1.4% of 290,000 active; AID 1529;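 active = binding response more than 3 SD above or below the average of its plate-row segment, actives on both sides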;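 note: Alexa488 bead fluorescence after subtracting the streptavidin-only scavenger bead signal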
PHOSPHO1 block = PHOSPHO1 (human) inhibition; Q8TCT1; recombinant PHOSPHO1, absorbance phosphatase assay; inhibition, % at 13.3 µM; 1.1% of 290,000 active; AID 1565; in the data active = inhibition above about 60%
Active calls of the source: *; x = not tested or not shown.

structure | IMP-1 inhibitor | SUMO HTRF inh | IDE act | VIM-2 inh | NS3 helicase inh | pCIP destab | FID counter | MEKK3 PB1 HTS | PHOSPHO1 block
C=CCn1c(SCC(=O)NC2CCS(=O)(=O)C2)nnc1-c1cc2c(s1)CCC(CC)C2 (stereo not given) | -1.5 | -4.1 | 1.2 | 3.4 | -8.1 | 1.7 | -29.7 | 125.0 | 3.4
CCc1cccc2c(C(=O)CSc3nncn3-c3ccc(OC)cc3)c[nH]c12 | 0.1 | 2.1 | -5.4 | 0.3 | -10.3 | 1.6 | -2.5 | 97.0 | 14.7
NS(=O)(=O)c1ccc(NC(=O)C2CCCN(S(=O)(=O)c3ccc(F)cc3)C2)cc1 (stereo not given) | -2.3 | 13.3 | 5.3 | -4.4 | 1.1 | -8.2 | -7.8 | 95.0 | 20.2
CSc1nc2nc3c(c(=O)n2[nH]1)CCCC3 | -2.0 | 14.6 | 2.3 | -1.6 | 0.1 | -9.1 | 2.5 | 107.0 | -24.2
COc1ccc(OC)c(NC(=O)c2ccc3c(c2)C(=O)N(c2ccc(OC(C)=O)cc2)C3=O)c1 | -2.7 | 22.7 | 3.0 | -2.5 | 7.6 | -1.0 | -22.9 | 103.0 | 36.9
CC1Cc2cc(/C(O)=C3/C(=O)C(=O)N(CCCN(C)C)C3c3ccncc3)ccc2O1 (stereo not given) | -1.1 | 11.5 | 4.9 | -3.5 | 0.9 | -5.1 | -3.3 | 113.0 | 12.4
C=CCn1c(SCc2cc(=O)n3ccsc3n2)nc2ccccc2c1=O | -0.9 | 19.7 | -1.2 | -1.5 | -1.8 | 0.6 | -2.5 | 92.0 | 26.7
Cc1ccc(OCCNC(=O)/C=C/c2ccccc2)cc1C | -4.3 | -4.2 | -7.3 | -3.6 | 2.3 | 0.3 | -24.6 | 87.0 | -4.6
COc1ccc(C(=O)C[n+]2cccc3cc(OC)ccc32)cc1 | -4.4 | 5.9 | -4.1 | -0.3 | -11.9 | -3.9 | 1.2 | 100.0 | -9.3
CCCCc1cc(=O)oc2cc(C)cc(OCC(=O)NCc3ccncc3)c12 | -2.0 | 37.3 | -9.9 | 1.6 | 4.9 | -13.8 | -37.7 | 100.0 | 23.9
CCC12CN(C(=O)c3ccc(OC)cc3)CC(CC)(CN(C(=O)c3ccc(OC)cc3)C1)C2=O | -1.0 | 16.2 | -3.8 | -1.1 | -10.4 | -10.7 | -22.4 | 102.0 | 10.9
COc1ccccc1N1CCN(C(c2ccc(N(C)C)cc2)c2nnnn2CCc2ccccc2)CC1 (stereo not given) | -3.7 | -6.6 | 5.2 | -3.5 | -10.1 | -6.1 | -22.2 | 107.0 | -1.2
CCOc1ccc(NC(=S)N(CCc2c(C)[nH]c3ccc(C)cc23)Cc2cccnc2)cc1 | -2.3 | -1.0 | 1.3 | 0.1 | -24.6 | -2.8 | -12.9 | 107.0 | -3.7
Cc1c(NC(=O)C(C)OC(=O)c2cccc(S(=O)(=O)N3CCOCC3)c2)c(=O)n(-c2ccccc2)n1C (stereo not given) | -0.9 | -0.5 | x | -1.9 | 10.9 | -2.2 | -15.8 | 103.0 | -19.0
O=C(c1cccs1)N(Cc1ccco1)Cc1cc2ccccc2[nH]c1=O | -0.9 | 27.3 | 2.5 | -0.9 | 4.2 | -9.3 | -14.7 | 88.0 | 1.7
COc1cc(C(=S)N2CCCC2)ccc1OCc1ccc(C)cc1 | -1.1 | -7.1 | 2.3 | -0.7 | 5.9 | -15.9 | -38.4 | 108.0 | 34.8
COC(=O)Cn1c(=NC(=O)c2ccc(OC)cc2)sc2cc(OC)ccc21 | -3.7 | -0.2 | -5.0 | -2.3 | -8.4 | 1.6 | -1.2 | 98.0 | -10.7
COc1cccc(NC(=O)CSc2nnc(Cn3nnc4ccccc43)n2C)c1 | -2.6 | 20.3 | 4.4 | 0.2 | 8.2 | -15.0 | -9.3 | 89.0 | 11.1
Cc1cccc2nc(CNC(=O)CC3C(=O)NCCN3Cc3cccc(F)c3)cn12 (stereo not given) | -2.1 | 4.3 | 1.1 | -0.8 | 6.5 | 4.9 | -16.3 | 102.0 | 22.3
Cc1ccc(C(C)C)cc1OCC(=O)NNC(=O)Nc1ccccc1 | 0.7 | -2.3 | -4.8 | -1.6 | -10.9 | -3.3 | -23.4 | 99.0 | 28.3

An excerpt from above in order of the SUMO HTRF inh value, low to high.
smiles	IMP-1 inhibitor	SUMO HTRF inh	IDE act	VIM-2 inh	NS3 helicase inh	pCIP destab	MEKK3 PB1 HTS	PHOSPHO1 block
COC(=O)Cn1c(=NC(=O)c2ccc(OC)cc2)sc2cc(OC)ccc21	-3.7	-0.2	-5.0	-2.3	-8.4	1.6	98.0	-10.7
COc1cccc(NC(=O)CSc2nnc(Cn3nnc4ccccc43)n2C)c1	-2.6	20.3	4.4	0.2	8.2	-15.0	89.0	11.1
O=C(c1cccs1)N(Cc1ccco1)Cc1cc2ccccc2[nH]c1=O	-0.9	27.3	2.5	-0.9	4.2	-9.3	88.0	1.7

(listing goes on)
structure | IMP-1 inhibitor | SUMO HTRF inh | IDE act | VIM-2 inh | NS3 helicase inh | pCIP destab | FID counter | MEKK3 PB1 HTS | PHOSPHO1 block
CCOc1c(Nc2ccc(C(C)C)cc2)c(=O)c1=O | -0.9 | 2.8 | 2.7 | -0.9 | 3.9 | 4.8 | -2.6 | 89.0 | 31.6
Cc1ccccc1NC(=O)Nc1nnc(CC(=O)NCc2ccccc2)s1 | -2.9 | 18.8 | 6.1 | 1.6 | -7.2 | 0.6 | -1.4 | 95.0 | -4.6
NC(=O)C1CCCN(S(=O)(=O)c2ccc3ccccc3c2)C1 (stereo not given) | -1.8 | 2.3 | 3.7 | -3.4 | 4.6 | -2.8 | -11.6 | 99.0 | x
COc1ccc(CCNC(=O)CCCCCN2C(=O)[C@@H]3Cc4ccccc4CN3C2=O)cc1OC | -0.8 | x | 4.4 | -1.0 | 5.9 | -8.9 | -60.2 | 102.0 | 35.5
CCC1(C)Cc2c(sc3c2c(=O)n(C)c2nnc(SCC(=O)c4ccccc4)n32)CO1 (stereo not given) | -1.1 | x | 6.1 | 0.0 | -5.1 | x | -2.3 | 84.0 | x
NS(=O)(=O)c1ccc(N2C(=O)C3C4CC(C(Br)C4Br)C3C2=O)cc1 (stereo not given) | -3.2 | 5.0 | 3.4 | -5.5 | 5.2 | 4.4 | -1.6 | 108.0 | 37.3
Cc1nc(N2CCN(c3ccccn3)CC2)c2c(C)c(C(=O)Nc3ccc(F)cc3F)sc2n1 | -3.9 | -11.8 | 0.8 | -2.3 | 7.9 | 15.1 | -2.4 | 106.0 | -17.1
Cc1ccc(Nc2nc(N)nc(CN3CCN(C)CC3)n2)cc1 | -5.3 | 7.6 | 6.7 | -4.4 | -0.8 | -18.0 | 1.4 | 106.0 | -16.3
Cc1nn(CC(=O)Nc2ccc3c(c2)OCO3)c(C)c1[N+](=O)[O-] | -2.7 | 10.6 | -1.2 | 0.3 | 12.7 | -3.7 | 0.6 | 105.0 | 41.2
O=C(O)CCc1nnc2n(Cc3ccc(F)cc3)c(=O)c3ccccc3n12 | -3.1 | 5.4 | 8.0 | -0.9 | 4.1 | -1.3 | -13.5 | 104.0 | -0.1
O=C(OCC(F)(F)C(F)F)c1ccccc1C(=O)Oc1ccc(F)cc1F | -3.4 | -26.2 | 5.4 | -1.8 | -6.6 | -4.8 | -13.0 | 102.0 | -13.6
Cc1ccccc1NC(=O)c1snc2c(=O)[nH]cnc12 | -0.5 | 23.1 | x | -0.3 | 9.9 | 0.2 | 2.2 | 99.0 | 16.1
O=C1CCCCN1CCc1c[nH]c2ccccc12 | -2.1 | 22.6 | -4.2 | -1.4 | -0.5 | -6.2 | -9.5 | 111.0 | -14.1
CSCCC(NC(=O)c1ccccc1Br)C(=O)NCC1CCCCC1 (stereo not given) | -3.3 | -6.4 | 2.1 | -5.7 | 3.6 | -4.8 | -1.1 | 104.0 | -19.6
CC(=O)Nc1ccccc1NC(=O)C/C(C)=N/NC(=O)C(=O)N1CCCCC1 | -2.8 | -0.2 | -0.8 | -1.0 | 1.2 | -18.5 | -8.6 | 108.0 | 23.2
COc1ccc(-c2csc(NS(=O)(=O)c3ccc([N+](=O)[O-])cc3)n2)cc1 | -3.5 | 11.7 | 2.7 | -1.8 | 16.7 | -18.6 | -23.9 | 107.0 | 5.9
CC1CCCC(C)N1C(=O)COc1ccc(F)cc1 (stereo not given) | -3.2 | 20.2 | 4.0 | -1.6 | 2.0 | -19.7 | -4.6 | 99.0 | 27.9
COc1ccc(CNC[C@@H](CCCCN(C)Cc2ccc(OC)cc2)N2C[C@H](c3ccccc3)N(CCc3ccc(Cl)c(Cl)c3)C(=O)C2=O)cc1 | -2.4 | -34.4 | 15.2 | -3.6 | -57.3 | -18.8 | 37.2* | 111.0 | 21.9
COc1ccc([N+](=O)[O-])c(OC)c1C(=O)NC(=O)Nc1c(F)c(F)c(F)c(F)c1F | -2.1 | 7.0 | 0.9 | -1.3 | -3.6 | 1.8 | -4.9 | 106.0 | 27.0
CCOc1cc(OCC)cc(C(=O)Nc2cccc(C(C)=O)c2)c1 | -1.4 | 5.3 | 3.1 | -4.6 | -5.9 | -4.0 | -18.8 | 110.0 | -14.5
O=C(/C=C/c1ccc(Cl)c(Cl)c1)NC1=NCCS1 | -3.9 | 4.4 | -4.2 | -6.0 | 14.9 | -9.8 | 0.6 | 99.0 | 49.8
CC1C(=O)C(C)C(c2ccccc2F)NC1c1ccccc1F (stereo not given) | -2.7 | -2.9 | 4.2 | -4.7 | 6.5 | -2.5 | -17.4 | 105.0 | 39.4
O=C(C1CCN(C2CC(=O)N(c3cccc(Cl)c3)C2=O)CC1)N1CCCCCC1 (stereo not given) | -1.1 | -2.5 | 1.7 | -5.3 | -7.8 | 5.8 | -26.5 | 102.0 | -32.0
COc1ccc(C(=O)Nc2ccccc2-c2nnn(CC(=O)N3CCOCC3)n2)cc1 | -0.6 | 13.7 | 8.2 | -0.9 | 13.7 | -5.3 | -2.8 | 94.0 | 47.7
CC[C@@H]1CC=C[C@H]2[C@H]1C(=O)N(Cc1ccccc1)[C@H]2c1ccc(C(F)(F)F)cc1 | x | 1.8 | 6.1 | x | x | 0.4 | x | 104.0 | 26.5
O=[N+]([O-])c1nn(-c2ccccc2)n(O)c1=NCCc1ccccc1 | -3.3 | -4.4 | 3.6 | -1.2 | 14.4 | -0.5 | 2.1 | 105.0 | 12.1
O=C(Nc1ncc(Cc2ccccc2)s1)c1cccs1 | -1.9 | -0.3 | 2.3 | -6.2 | -15.8 | 0.9 | -0.1 | 102.0 | 9.5
Cc1onc(-c2c(Cl)cccc2Cl)c1C(=O)Nc1nccs1 | 0.0 | 8.4 | -1.8 | 0.1 | 29.3 | -12.7 | -14.7 | 95.0 | 26.5
O=C(NCC(O)CO)c1csc(Nc2cccc3ccccc23)n1 (stereo not given) | -5.0 | -1.8 | 4.9 | -1.1 | 8.4 | -10.9 | -13.1 | 109.0 | -2.4

Not all compounds are listed; count on the stated rates, not on these rows.
